L3MBTL1 inh: qHTS Assay for the Inhibitors of L3MBTL1. AlphaScreen L3MBTL1–H3K9me1 peptide binding. 230,000 tested, 0.66% active. AID 485360, 2010. Potency, µM (titrated, usually from 57.1 µM), for inactives: at the top dose activity, negative = inhibition, usual class: inhibitors; active = well fitted inhibition curve with a large enough effect; inconclusive = small, poorly fitted or top-dose-only effect; inactive = no such curve, though single readings can be large or run the other way; also: nearly all actives have a fitted effect of over 60% in size
Target sequence (Q9Y468 whole entry, looked up): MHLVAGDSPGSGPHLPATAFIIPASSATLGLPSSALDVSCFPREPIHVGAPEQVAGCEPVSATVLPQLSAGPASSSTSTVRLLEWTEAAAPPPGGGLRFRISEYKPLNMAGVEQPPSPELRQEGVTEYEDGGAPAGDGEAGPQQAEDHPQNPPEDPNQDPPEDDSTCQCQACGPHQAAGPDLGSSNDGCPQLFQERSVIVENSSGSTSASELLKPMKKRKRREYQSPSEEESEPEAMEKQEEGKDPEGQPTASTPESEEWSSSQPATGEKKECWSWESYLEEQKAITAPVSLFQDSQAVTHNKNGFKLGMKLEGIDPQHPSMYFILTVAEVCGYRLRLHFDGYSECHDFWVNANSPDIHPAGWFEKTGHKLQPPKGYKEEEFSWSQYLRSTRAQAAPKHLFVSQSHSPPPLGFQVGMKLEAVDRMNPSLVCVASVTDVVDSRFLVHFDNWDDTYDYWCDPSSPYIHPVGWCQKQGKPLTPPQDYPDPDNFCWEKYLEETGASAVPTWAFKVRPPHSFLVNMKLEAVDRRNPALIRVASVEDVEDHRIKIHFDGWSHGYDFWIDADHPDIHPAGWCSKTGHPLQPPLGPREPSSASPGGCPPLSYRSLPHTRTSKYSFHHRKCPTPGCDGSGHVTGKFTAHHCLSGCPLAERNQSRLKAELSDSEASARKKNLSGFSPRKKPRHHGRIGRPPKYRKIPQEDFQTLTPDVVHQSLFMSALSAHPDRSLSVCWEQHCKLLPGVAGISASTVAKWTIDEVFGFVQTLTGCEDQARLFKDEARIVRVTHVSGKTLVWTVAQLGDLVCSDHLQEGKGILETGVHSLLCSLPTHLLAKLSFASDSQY
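First, the protein-peptide complex forms for 30 min at room temperature (L3MBTL1 50 nM, biotinylated H3K9me1 peptide 75 nM). Next, compounds are pin-transferred and incubated 30 min. Finally, AlphaScreen beads are added and read after 30 min.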
Active calls of the source: *; ? = inconclusive; [ ] = remark or other dose. % is scaled to controls: 0 for no effect and ±100 for the full control effect; potency is read from the fitted curve at half-maximal effect. Only part of the results is shown, so the mix of outcomes need not match the whole.

L3MBTL1 inh,compound
5.3%,CCc1cc(C(=O)N2CCN(S(=O)(=O)c3cc(C)ccc3C)CC2)sc1C
8.9%,O=C(NNC(=O)c1ccc(Br)o1)c1csc(N2CCOCC2)n1
-13.1%,Nc1nccnc1C(=O)OCc1nc2sc3c(c2c(=O)[nH]1)CCCC3
-1.7%,O=C(/C=C/c1cc(Br)ccc1F)OCC(=O)N1CCOCC1
3.5%,COc1cc(C(=O)OC(C)CN2C(C)CCCC2C)cc(OC)c1OC (stereo unspecified)
7.5%,CC(=O)c1sc(NC(=O)CS(=O)(=O)c2ccc(F)cc2)nc1C
-2.0%,O=C(Nc1ccccn1)c1ccc(Cl)c(S(=O)(=O)N2CCCCCC2)c1
0.7%,O=C(NCCCN1CCOCC1)c1nn(-c2ccccc2)c(=O)c2ccccc12
4.2%,CCCCN(C(=O)C1CC(=O)N(Cc2ccc(C)cc2)C1)c1c(N)n(CCCC)c(=O)[nH]c1=O (stereo unspecified)
-1.9%,Cc1ccc(NC(=O)c2cccc(S(=O)(=O)N3CCN(c4ccccc4)CC3)c2)nc1
-0.4%,CCC1Nc2ncnc(N3CCN(c4ccccn4)CC3)c2N(Cc2ccc(Br)cc2)C1=O (stereo unspecified)
-0.8%,Cc1ccc(S(=O)(=O)CCC(=O)Nc2cc(Cl)ccc2-n2cncn2)cc1
2.3%,CC(Oc1ccccc1F)C(=O)NNC(=O)CCNC(=O)c1ccco1 (stereo unspecified)
2.7%,O=C(Nc1ccccc1N1CCCC1)C1CCN(C(=O)c2ccc(F)cc2)CC1
2.8%,CCN(CC)S(=O)(=O)c1ccc(N2CCCC2)c(NC(=O)c2ccc(N3CCCC3=O)cc2)c1
11.2%,CC(=O)Nc1sc(C)c(C)c1C(=O)OCC(=O)NCc1ccc(Cl)cc1
1.5%,Nc1ccccc1-c1nnc(SCC(=O)Nc2ccccc2OC(F)F)[nH]c1=O
4.8%,O=C(OCC(=O)N1CCC(Cc2ccccc2)CC1)c1ccccc1O
-6.4%,O=C(C[C@H]1C[C@H](C(=O)N2CCOCC2)[C@@]2(CCC3CCCC3)c3[nH]c4ccc(Cl)cc4c3CCN2C1=O)NCC12CC3CC(CC(C3)C1)C2
-1.6%,O=S(=O)(Nc1cccc(-c2ccc(N3CCOCC3)nn2)c1)c1ccc(Cl)c(Cl)c1
0.7%,OC(c1ccccc1)(c1ccccc1)c1ncc[nH]1
-9.1%,CCCCC/C=C/C1=CC(=O)C[C@H](c2ccc(OC)c(OC)c2)C1
-2.9%,COCCN(Cc1ccccc1)C(=O)c1cccc(S(=O)(=O)N2CCN(c3ccccc3)CC2)c1
-0.3%,Cc1cc(NC(=O)COC(=O)c2ccccc2NCCO)no1

Among those listed so far, 2 have a furan ring, fused or not:
L3MBTL1 inh,compound
8.9%,O=C(NNC(=O)c1ccc(Br)o1)c1csc(N2CCOCC2)n1
2.3%,CC(Oc1ccccc1F)C(=O)NNC(=O)CCNC(=O)c1ccco1 (stereo unspecified)

More compounds:
L3MBTL1 inh,compound
4.1%,COc1ccc(NC(=O)COc2ccc(C(=O)NCc3cccnc3)cc2OC)cc1
0.8%,COC(=O)C1=C(C)NC(C)=C(C(=O)OC)C1C(=O)OCc1nc2cc(C(=O)OC)ccc2c(=O)[nH]1
-8.3%,O=C(NCc1ccccn1)c1cccc(NS(=O)(=O)c2ccc(Br)cc2)c1
1.8%,COc1cc2c(cc1OC)CN(C(=O)c1cc(S(=O)(=O)N3CCOCC3)ccc1C)CC2
-3.7%,COc1cccc(CNC(=O)c2ccc(OCC(=O)N3CCOCC3)c(OC)c2)c1
5.3%,CN(Cc1ccc(Cl)c(Cl)c1)C(=O)CN1C(=O)NC2(CCCC2)C1=O
6.4%,CCCCN(C(=O)Cc1ccc(S(=O)(=O)N2CCOCC2)s1)c1c(N)n(CC(C)C)c(=O)[nH]c1=O
-7.6%,COc1cc(OC)cc(C(=O)NC(C(=O)NNC(=O)c2ccc(C)cc2)C(C)C)c1 (stereo unspecified)
-4.1%,O=C(COC(=O)C1CC2C=CC1C2)Nc1ccccc1[N+](=O)[O-] (stereo unspecified)
5.2%,Cc1cccc(NC(=O)COC(=O)c2ccc(C)c(S(=O)(=O)N3CCCCC3)c2)c1
21.8%,CCC(C)c1ccccc1N1CC(C(=O)Nc2ccc(N3CCOCC3)cc2)CC1=O (stereo unspecified)
4.4%,COc1cccc(COC(=O)C2CC(=O)N(Cc3ccc(C)cc3)C2)c1OC (stereo unspecified)
-16.8%,COc1cccc(NC(=O)c2ccc3c(c2)N(C)CCS3)c1
8.3%,O=C(NN=Cc1ccccc1C(=O)O)c1cccc(S(=O)(=O)Nc2cccc(C(F)(F)F)c2)c1
15.2%,Cc1cccc(OCc2nnc(-c3ccc(F)cc3)o2)c1
-3.9%,CCCNC(=O)CNC(=O)c1ccc(C#N)cc1
12.6%,Cc1ccccc1NC(=O)CSc1nc(=O)n(CCN2CCOCC2)c2c1CCCC2
-7.8%,CCOc1cc(/C=C2\C(=N)N3N=C(N4CCCCC4)SC3=NC2=O)ccc1OC(=O)c1ccco1
2.6%,O=C(COC(=O)/C=C/c1ccc(C(F)(F)F)cc1)Nc1ccc2[nH]c(=O)[nH]c2c1
-10.4%,CCC1CCc2sc(C(=O)NNC(=O)c3ccncc3)cc2C1 (stereo unspecified)
-6.5%,CCCSc1ccc([C@@H]2[C@H]3C(=O)N(CC)C(=O)[C@H]3[C@]3(C(=O)OC)CCCCN23)cc1OC
-8.5%,COCCN(CC(=O)Nc1cccc(C)c1C)C(=O)C1(c2ccc(Cl)cc2)CCC1
31.9%[activator],O=C(Oc1ccccc1F)C1CCN(C(=O)c2ccc(F)cc2)CC1
-0.9%,O=C1N[C@H](Cc2ccccc2)COC(=O)[C@@H](Cc2ccc(F)cc2)C/C=C\C[C@H]1CC(=O)N(CCO)Cc1ccccc1
-0.4%,COc1cc(OC)cc(C(=O)NNC(=O)c2cc(S(=O)(=O)N3CCOCC3)ccc2F)c1
?,Cc1nn(-c2ccccc2)c(C)c1C(=O)OCC(=O)Nc1cccc(S(N)(=O)=O)c1
-0.7%,CN(Cc1ccccc1)C(=O)c1cccc(NC(=O)Cc2cccc([N+](=O)[O-])c2)c1
9.2%,Oc1ccc(Cl)cc1CNCc1ccc(C(F)(F)F)cc1
30.0%[activator],CCCNC(=O)C(Cc1cccc(OC)c1)NC(=O)c1ccc(C(C)(C)C)cc1 (stereo unspecified)
6.2%,COc1ccc(CN2C(=O)C(Cc3ccccc3)Nc3ncnc(N4CCOCC4)c32)cc1 (stereo unspecified)
6.2%,CC1CC(C)CN(C(=O)COC(=O)Cc2c[nH]c3ccccc23)C1 (stereo unspecified)
-5.0%,Cc1ccc(S(=O)(=O)N2CCOCC2)cc1C(=O)OCC(=O)N(Cc1ccccc1)C(C)C

Structural class, the compounds so far with a nitro group on carbon (2)
L3MBTL1 inh,compound
-4.1%,O=C(COC(=O)C1CC2C=CC1C2)Nc1ccccc1[N+](=O)[O-] (stereo unspecified)
-0.7%,CN(Cc1ccccc1)C(=O)c1cccc(NC(=O)Cc2cccc([N+](=O)[O-])c2)c1

(next part)
L3MBTL1 inh,compound
-8.6%,CC(C)N(C(=O)[C@H]1C[C@H](CC(=O)NCc2cccc(C(F)(F)F)c2)C(=O)N2CCc3c([nH]c4cc(CCC(=O)N(C)C)ccc34)[C@]12C)C(C)C
5.3%,CN1CCC(N(C)C(=O)c2cc(S(=O)(=O)N3CCOCC3)ccc2Cl)CC1
-6.3%,CCN1CCN(c2ccc(S(=O)(=O)N3CCOCC3)cc2NC(=O)C(C)Oc2ccc(Cl)cc2)CC1 (stereo unspecified)
-8.3%,N#CCCN(C(=O)COC(=O)c1nc(Cl)ccc1Cl)c1ccccc1
-4.8%,O=C(COC(=O)/C=C/c1ccccc1[N+](=O)[O-])NC(=O)NC1CCCC1
-2.1%,N#Cc1ccccc1S(=O)(=O)Nc1ccc2c(c1)OCCO2
-8.4%,O=C(COc1ccc(F)cc1)Nc1nc(-c2ccccn2)cs1
4.0%,O=C(Nc1cccc(S(=O)(=O)NC2=NCCCCC2)c1)c1ccc(Cl)cc1
1.4%,CCOC(=O)c1oc2ccccc2c1COC(=O)CNC(=O)c1ccco1
14.1%,CCOC(=O)c1sc(NC(=O)CN2CC(C)OC(C)C2)nc1C (stereo unspecified)
10.2%,OC(COc1ccccc1Br)CN1CCNCC1 (stereo unspecified)
3.6%,COc1ccccc1CCNS(=O)(=O)c1cc2c3c(c1)CCN3C(=O)CC2
0.1%,Cc1cc(C)c(C)c(SCC(=O)Nc2oc(C)c3c(C)n[nH]c(=O)c23)c1C
21.6%,Nc1ncnc2c1C(c1ccccc1)c1c(ccc3ccccc13)O2 (stereo unspecified)
-2.9%,CCN(CC(=O)Nc1ccc(OC)cc1)C(=O)c1cc2c(s1)CCCCC2
6.5%,N#Cc1ccccc1COC(=O)CCN=C1NS(=O)(=O)c2ccccc21
0.3%,N#CCSc1ccccc1NC(=O)CN1C(=O)C(=O)N(Cc2ccccc2)C1=O
7.3%,O=c1c2ccccc2nc2sc(Nc3cccc(Cl)c3)nn12
-5.9%,CC(C)CN(C(=O)COC(=O)CCc1nc2ccccc2s1)c1c(N)n(Cc2ccccc2)c(=O)[nH]c1=O
-0.2%,CCOC(=O)c1c(C)[nH]c(C(=O)COC(=O)c2c(CC)noc2C)c1C
-11.4%,COc1ccc(CN(CC(O)COCc2ccccc2)S(=O)(=O)c2ccccc2Br)cc1OC (stereo unspecified)
-3.6%,CN(C)S(=O)(=O)c1ccc2oc(SCC(=O)c3c(N)n(C4CC4)c(=O)[nH]c3=O)nc2c1
8.7%,CC1=C(C(=O)O)N2C(=O)C(NC(=O)c3ccc(F)cc3)C2SC1 (stereo unspecified)
13.7%,O=C(CN1C(=O)NC2(CCCCCC2)C1=O)c1ccc(OC(F)F)cc1OC(F)F
-0.3%,O=C(NCC1COc2ccccc2O1)c1cc(S(=O)(=O)N2CCOCC2)c(Cl)cc1Cl (stereo unspecified)
-0.5%,CCOC(=O)c1c(NC(=O)COC(=O)c2ccc(Cl)nc2)sc(C(=O)N(C)C)c1C
?,Cc1ccc(C(=O)Nc2nc(-c3ccco3)c(-c3ccco3)s2)o1
-0.6%,Cc1cccc(C(C)C)c1NC(=O)c1ccc(OCC2CCCO2)cc1 (stereo unspecified)
3.2%,COc1ccccc1OCCNC(=O)CCS(=O)(=O)c1ccccc1
-1.6%,O=C1[C@@H](Oc2ccccc2)[C@@H](c2cnc3ccccc3c2)N1c1ccccc1
-3.3%,O=C(NCC(=O)N1CCN(S(=O)(=O)c2ccc3c(c2)OCCO3)CC1)c1ccccc1F
10.3%,COc1ccc(CN2CCC(C(N)=O)CC2)cc1OCc1ccccc1

A second format for 4 compounds above.
> Cc1cccc(C(C)C)c1NC(=O)c1ccc(OCC2CCCO2)cc1 (stereo unspecified)
- L3MBTL1 inh: -0.6%

> COc1ccccc1OCCNC(=O)CCS(=O)(=O)c1ccccc1
- L3MBTL1 inh: 3.2%

> O=C1[C@@H](Oc2ccccc2)[C@@H](c2cnc3ccccc3c2)N1c1ccccc1
- L3MBTL1 inh: -1.6%

> O=C(NCC(=O)N1CCN(S(=O)(=O)c2ccc3c(c2)OCCO3)CC1)c1ccccc1F
- L3MBTL1 inh: -3.3%

Following part:
L3MBTL1 inh,compound
4.0%,CC(C)CNS(=O)(=O)c1ccc(Br)cc1N1CCC[C@@H]1CO
-2.6%,Cc1ccc(CN(C)C(=O)COC(=O)CSc2ccc(C(N)=O)cc2[N+](=O)[O-])cc1
2.8%,CNC(C)C#Cc1ccc2sc3cccc(OC)c3c(=O)c2c1 (stereo unspecified)
-2.1%,CC(Oc1ccc(Br)cc1)C(=O)Nc1cc(Cl)ccc1N1CCN(C)CC1 (stereo unspecified)
3.7%,CC(=O)N1CCN(C(=S)NC(=O)c2ccc(F)cc2)CC1
8.91µM*,Cc1ccc(C)c(NC(=O)CN(C)C(=O)c2cccc(-n3cccc3)c2)c1
1.8%,COc1ccc(CNC(=O)C2CCN(C(=O)c3ccc(F)cc3)CC2)cc1OC
3.4%,CC(C)c1ccc(S(=O)(=O)N2CCN(CC(=O)Nc3ccc(Cl)cc3F)CC2)cc1

Shown as a hit in L3MBTL1 inh, of those listed so far:
L3MBTL1 inh,compound
8.91µM*,Cc1ccc(C)c(NC(=O)CN(C)C(=O)c2cccc(-n3cccc3)c2)c1

(listing goes on)
L3MBTL1 inh,compound
5.5%,O=C(CSc1nc2[nH]ncc2c(=O)[nH]1)Nc1cccc([N+](=O)[O-])c1
-0.4%,Cc1ccc(S(=O)(=O)N2CCOCC2)cc1NC(=O)COC(=O)CCOc1ccc(C(C)(C)C)cc1
6.6%,COc1ccc([C@H]2CC(=O)C=C(c3cccc(OC)c3)C2)cc1
-3.6%,O=C1OC[C@@H]2CCCN2C(=O)[C@H](CC(=O)N(CCO)Cc2ccccc2)C/C=C\C[C@H]1Cc1ccc(F)cc1
6.1%,CC(C)NC(=O)c1ccccc1NC(=O)C1CC(=O)N(C(C)C)C1 (stereo unspecified)
4.3%,CCCn1nc(C(=O)NNC(=O)CCOc2ccccc2OCC)c2ccccc2c1=O
0.1%,C[C@@H]1CC[C@]2(C(=O)O)CC[C@]3(C)C(=CCC4[C@@]5(C)CC[C@H](O)[C@@](C)(C(=O)O)C5CC[C@]43C)C2[C@]1(C)O (stereo partly specified)
-5.7%,COc1ccc2c3n([n+]([O-])c2c1)CCN=C3c1cc(Cl)c(N)c(Cl)c1
37.2%[activator],COc1ccc(NC(=O)C2COc3ccccc3O2)cc1 (stereo unspecified)

Screening results from PubChem BioAssay.
